Vif inh = HIV Vif self-association inhibitors, primary screen, imaging, HEK293T, single point; HEK293T cells, Vif self-association by quenched fluorescence, 24 h; inhibition, % at 7.49 µM; actives 0.35% (n = 340,000); AID 602346, 2012; in the data active = inhibition above about 50%, passing the limit was not always enough; note: some results filed as inactive read as strong as hits
H9c2 protect = cardioprotection against H2O2-induced cell death, primary screen, uHTS, H9c2 cells, ATPLite luminescence; H9c2 cardiomyocytes, H2O2 injury protection, 2 h; actives 0.63% (n = 360,000); protection from H2O2 cell death, % at 20 µM;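 active = compounds giving at least 50% protection of heart cells from peroxide-induced death in the single-dose screen, raw or plate-pattern-corrected value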;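 note: 0% = DMSO wells with peroxide and 100% = DMSO wells without peroxide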
CaV13 ICDI inh = Primary screen for inhibitors of IQ motif and Ca2+-dependent inactivation inhibitor domain binding in CACNA1D, Förster resonance energy transfer in living cells, …; HEK cells, CFP/YFP FRET ICDI-IQ, plate reader, 10 min; percent FRET-ratio fall versus neutral wells; actives 0.098% (n = 340,000); inhibition, % at 12.3 µM; AID 743397;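 active = mean replicate inhibition of at least 30% and at least 1% of replicates passing that level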;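 note: 0% = median of the neutral control wells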
ABCB6 inh MLPCN = ABCB6 transporter inhibitors, primary screen, K562-ABCB6 cells, flow cytometry, MLPCN library; K562-ABCB6 porphyrin accumulation, 1 h; stronger effect = lower value; ATP-binding cassette sub-family B member 6 (Homo sapiens), Q9NP58; AID 602162, 2011; actives 0.19% (n = 360,000); fluorescence ratio to DMSO, % at 10 µM;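 active = fluorescence ratio to DMSO below 75%, the collection mean minus 3 SD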;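 note: signal is porphyrin accumulated inside mitochondria; 100% equals median channel fluorescence of DMSO control wells; lower ratio means ABCB6 inhibition with less porphyrin fluorescence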
N-glyco inh = increase of ERlucT glycosylation luciferase signal, primary screen, N-linked glycosylation inhibitor project, D54 ERlucT cells, luminescence, set 2 | D54 ERlucT glycosylation luciferase reporter, 24 h; percent of 100 nM tunicamycin response | reporter increase, % at 12.5 µM | actives 0.23% (n = 360,000) | AID 588692, 2011;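 active = mean luciferase reporter signal, scaled so untreated is 0 and the glycosylation-blocking control 100, at or above a set limit in every replicate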;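 note: luciferase carries N-glycosylation sites so blocking glycosylation raises the light; 0% = median of neutral control wells and 100% = median of 100 nM tunicamycin wells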
aDG glyco act = activators of alpha-DG glycosylation, primary screen, uHTS, Pro5-aDG cells, AlphaScreen. actives 0.22% (n = 360,000). activation, % at 10 µM. alpha-DG glycosylation AlphaScreen (IIH6); 0% Pro5, 100% B10-LARGE cell signal;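 active = activation of at least 8% versus controls, or a plate z-score of at least 8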;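 note: Pro5 are CHO cells carrying HIG-tagged alpha-DG that lacks glycosylation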
MC4R antag cAMP = MC4R antagonists of cAMP signaling, primary screen, cell-based, TR-FRET, antagonist arm of biased-ligand search; MC4R-expressing cells, MTII-stimulated cAMP, LANCE TR-FRET; actives 0.48% (n = 360,000); inhibition, % at 6.5 µM; Melanocortin receptor 4 (Homo sapiens), P32245;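 active = inhibition above its plate's cutoff, the mean of tested wells on that plate plus 3 SD, cut at about 29% in these data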;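 note: 0% = Melanotan II alone and 100% = Melanotan II plus saturating MCL0020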
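Assay system: human MC4R-expressing U2OS cells; reagent: Melanotan II stimulation of cells; dosing: 6.5 µM single dose; timing: compound 30 min, challenge 1 h, detection 1 h; signal: TR-FRET cAMP assay; replicates: one well per compound, no replicates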
PDI inh = inhibitors of human PDI, primary screen, biochemical, turbidity, single point, plate reader; Protein disulfide-isomerase (Homo sapiens), P07237; PDI insulin aggregation turbidity, A650, 90 min; inhibition, % at 10 µM; actives 0.052% (n = 350,000); AID 588391, 2011;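 active = mean inhibition across replicates of 30% or more, whatever share of single replicates reach that level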;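 note: absorbance from insulin aggregation driven by PDI reduction with DTT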
Target sequence (P07237 whole entry, looked up): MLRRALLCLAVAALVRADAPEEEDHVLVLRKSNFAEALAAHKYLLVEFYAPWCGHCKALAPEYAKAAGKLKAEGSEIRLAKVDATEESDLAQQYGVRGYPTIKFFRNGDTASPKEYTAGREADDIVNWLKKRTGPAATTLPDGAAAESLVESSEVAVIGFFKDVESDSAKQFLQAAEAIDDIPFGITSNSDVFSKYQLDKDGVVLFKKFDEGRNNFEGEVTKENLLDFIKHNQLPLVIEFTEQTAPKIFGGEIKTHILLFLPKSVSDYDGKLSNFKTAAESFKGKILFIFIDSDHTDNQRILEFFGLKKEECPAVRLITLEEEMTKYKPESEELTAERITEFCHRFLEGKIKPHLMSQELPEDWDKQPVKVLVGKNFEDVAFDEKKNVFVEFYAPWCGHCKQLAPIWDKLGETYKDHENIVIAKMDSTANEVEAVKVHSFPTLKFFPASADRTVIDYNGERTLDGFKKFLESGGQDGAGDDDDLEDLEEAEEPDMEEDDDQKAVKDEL
HTR2A ag = mouse Htr2a agonists via beta-arrestin recruitment, primary screen, cell-based, luminescence; activation, % at 7.6 µM; 5-hydroxytryptamine receptor 2A (Mus musculus), P35363; CHO-K1 mHTR2A beta-arrestin complementation; percent of 30 µM serotonin response; actives 0.66% (n = 360,000); AID 624169, 2012;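 active = activation above a run cutoff, the mean activation of all tested compounds plus 3 SD, cut at about 14% in these data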;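 note: 0% = plate median of compound wells and 100% = 30 µM serotonin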
Target sequence (P35363 whole entry, looked up): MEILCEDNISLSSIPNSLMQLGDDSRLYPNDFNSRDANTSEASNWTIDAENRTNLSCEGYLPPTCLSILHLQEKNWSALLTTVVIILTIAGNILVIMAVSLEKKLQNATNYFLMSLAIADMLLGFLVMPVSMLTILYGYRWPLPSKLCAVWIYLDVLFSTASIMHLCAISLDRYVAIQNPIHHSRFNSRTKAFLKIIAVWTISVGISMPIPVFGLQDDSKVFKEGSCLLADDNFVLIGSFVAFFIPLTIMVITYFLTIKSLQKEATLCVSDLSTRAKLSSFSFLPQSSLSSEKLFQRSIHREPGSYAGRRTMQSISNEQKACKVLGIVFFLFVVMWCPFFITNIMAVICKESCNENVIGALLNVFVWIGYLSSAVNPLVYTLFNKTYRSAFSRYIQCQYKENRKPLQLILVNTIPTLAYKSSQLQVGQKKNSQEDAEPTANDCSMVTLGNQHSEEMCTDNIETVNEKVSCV
MC4R ag barr = MC4R agonists recruiting beta-arrestin, primary screen, cell-based, luminescence, agonist arm of biased-ligand search; activation, % at 8.9 µM; actives 0.98% (n = 360,000); AID 540308, 2011; U2OS MC4R beta-arrestin complementation; percent of melanotan II response, DMSO zero; Melanocortin receptor 4 (Homo sapiens), P32245;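 active = activation above a per-plate cutoff, the mean activation of sample wells on that plate plus 3 SD, cut at about 8% in these data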
An asterisk follows results filed as active; / = no result given.

No.	SMILES	Vif inh	H9c2 protect	CaV13 ICDI inh	ABCB6 inh MLPCN	N-glyco inh	aDG glyco act	MC4R antag cAMP	PDI inh	HTR2A ag	MC4R ag barr
1	CCCn1c(-c2cccc([N+](=O)[O-])c2)nc2c1c(=O)[nH]c(=O)n2Cc1ccccc1	-17.8	-10.7	-2.3	102.0	-1.4	0.7	5.2	-1.2	2.4	1.3
2	COc1ccc(C(C)=O)cc1COC(=O)c1cc(C)nc2ccccc12	2.3	8.5	-4.0	96.0	1.6	0.6	14.8	-1.5	0.8	0.7
3	Cc1ccc(CNC(=O)c2cc3c(s2)CS(=O)(=O)C3)cc1	-3.5	-2.3	-4.2	100.0	0.8	0.0	-5.5	3.2	0.1	-1.2
4	CCSc1nnc2c(n1)OC=Nc1ccc(Br)cc1-2	9.5	-1.1	0.4	89.0	-0.5	-0.2	3.8	-0.6	3.0	-1.8
5	O=C(NNC(=O)c1cccs1)c1ccc(Br)cc1	12.9	-2.0	-7.0	98.0	3.5	-0.1	0.7	3.6	-0.8	-2.5
6	Cc1ccc(-c2nc(C3CCN(S(=O)(=O)c4ccc(C(C)(C)C)cc4)CC3)no2)cc1	8.0	-27.2	-5.8	107.0	2.3	0.1	-4.1	-25.0	1.2	-1.6
7	COc1cccc(-c2cc(C(=O)O)[nH]n2)c1	3.8	3.1	-5.8	93.0	-1.9	-0.2	-0.6	1.3	-2.9	-0.5
8	O=C1C2C(C(=O)N1/N=C/c1ccco1)C1C=CC2C12CC2 (centres undefined)	/	8.2	-7.6	96.0	1.6	2.0	0.7	5.5	3.3	-2.0
9	O=C(CN(C(=O)CNC(=O)c1ccco1)c1ccc2c(c1)OCCO2)NC1CCCC1	0.3	6.6	-20.5	101.0	-2.0	0.0	2.3	-1.2	-0.8	-2.3
10	O=C(CNC(=S)N(CCCN1CCOCC1)Cc1cccs1)N1CCOCC1	2.2	1.3	-5.1	93.0	2.2	-0.2	-2.1	-20.6	-0.8	3.0
11	CN(C)CCCNCCCNC(=O)c1ccccn1	-0.8	-0.3	-1.0	89.0	1.9	0.0	9.8	4.4	1.9	-0.1
12	O=C(CCSc1ccc(Cl)cc1)N1CCN(c2ccc(O)cc2)CC1	-9.5	-7.6	2.1	97.0	-2.0	0.9	-1.1	20.0	-4.1	0.0
13	O=[N+]([O-])c1ccccc1S(=O)(=O)N1CCN(Cc2ccccc2)CC1	-1.7	3.6	-20.3	103.0	-0.8	0.0	6.7	5.8	-9.6	0.1
14	O=C(Nc1ccc(Cl)c(Cl)c1)Nc1ccc(Br)cc1F	-3.7	-19.3	-6.2	90.0	-6.0	0.5	11.4	-10.2	2.6	1.8
15	Cc1ccc(C)c(N2CCN(S(=O)(=O)c3c(C)noc3/C=C/N(C)C)CC2)c1	6.0	-15.8	/	103.0	-0.6	0.1	3.9	2.4	1.2	2.5
16	CCc1nc2ccc(C(=O)NCCCN3CCCC3=O)cn2c1N(CC)Cc1cccc(Br)c1	-16.4	0.9	-6.1	95.0	0.1	-0.1	3.0	14.1	-10.3	-1.6
17	Cc1ccc(-c2nc3ccc(Br)cn3c2Cc2cccc(Cl)c2)cc1	/	-3.6	-7.2	107.0	-2.2	2.8	/	/	-5.3	/
18	COc1ccc(N(C)C(=O)c2ccc3c(c2)nnn3C)cc1	-8.0	-5.3	-6.6	95.0	0.7	-0.1	4.4	4.3	-1.0	-0.3
19	CCN(CC)CCN(C(=O)C1=COCCO1)c1nc2c(OC)ccc(OC)c2s1	2.5	12.7	-3.2	101.0	0.0	0.3	2.8	3.6	-7.7	-0.9
20	O=C(Nc1ccc(F)cc1)N1CCCN(c2nccc(C(F)(F)F)n2)CC1	7.4	-3.4	-4.3	98.0	-1.1	0.2	12.1	-1.7	0.7	0.5
21	CN1CCN(C(=O)c2cnn(-c3ccccc3)c2NC(=O)c2cccs2)CC1	8.1	-2.1	-8.4	105.0	0.0	0.1	-0.5	-2.7	0.8	-0.5
22	O=C(NCC1CCCO1)c1cc2n(n1)C(C(F)(F)F)CC(c1ccc(Br)cc1)N2 (centres undefined)	-12.9	3.6	-5.4	100.0	0.8	-0.1	8.6	-3.6	-2.6	-0.9
23	COc1ccccc1OCCNC(=O)C1CC(=O)N(c2cccc(SC)c2)C1 (centres undefined)	-15.1	-0.2	-1.9	103.0	1.3	-0.1	12.2	2.4	-6.6	2.0
24	COc1cc(C2C(Oc3ccccc3C)C(=O)N2Cc2ccc(F)cc2)cc(OC)c1OC (centres undefined)	5.3	2.0	-4.6	102.0	-0.1	0.4	12.2	10.5	3.9	-1.6
25	Cc1csc(NC(=O)c2ccc(S(=O)(=O)N3CCN(C)CC3)cc2)n1	2.4	1.6	-2.8	94.0	-1.1	0.2	14.3	-4.8	7.2	-0.7
26	C[N+](=O)C1C(=O)Nc2ccccc21 (centres undefined)	/	/	-10.7	101.0	/	-0.2	/	/	-5.2	/
27	O=C(COc1ccc2ccccc2c1)Nc1ccc(S(=O)(=O)N2CCCCCC2)cc1	-14.6	-18.3	0.7	88.0	-1.7	0.3	3.2	9.3	-2.3	3.3
28	O=C(NCCc1ccccc1)C(=O)N/N=C/c1ccc2c(c1)OCO2	21.5	-5.4	/	101.0	19.3	-0.1	-16.9	-1.9	-3.0	0.8
29	CCN(CC)c1ccc(/C=C(\C#N)C(N)=O)cc1	-1.2	-8.4	24.3	99.0	-0.2	-0.4	-11.2	0.6	3.8	-3.4
30	c1ccc(OCCOCCOc2ccccc2)cc1	-3.7	0.3	-4.6	97.0	0.3	0.4	-5.7	7.9	3.8	0.5
31	Cc1ccn2c(NC(=O)C(C)(C)Oc3ccc(Cl)cc3)c(-c3cccs3)nc2c1	-1.1	-3.7	-17.7	99.0	-3.2	0.0	7.2	-12.4	1.4	0.2
32	Cc1ccc(C(CC(=O)N2CCNCC2)c2ccccc2)c(O)c1C (centres undefined)	2.1	1.1	-6.7	94.0	1.5	-0.2	-5.0	-5.4	-3.4	0.3
33	Cc1ccc2[nH]c(C(=O)N3CCCC(Nc4ccc(F)cc4)C3)cc2c1 (centres undefined)	-3.6	-1.9	-1.6	98.0	1.9	0.2	3.0	11.6	-3.9	-0.6
34	CCN(CC)c1ccc(NC(=S)NC(=O)C2CCC2)cc1	-1.9	-7.5	/	106.0	-1.1	0.0	-1.3	12.4	3.0	-2.4
35	Cc1[nH]c2ccccc2c1/C=C/c1nc2ccccc2c(=O)n1-c1cccc([N+](=O)[O-])c1	0.2	-1.3	-6.1	97.0	-7.8	-0.3	-4.8	12.1	1.5	-1.6
36	CCCC(=O)Nc1cnc(NC(=O)c2cccc(F)c2)cc1C	/	-6.6	/	94.0	-13.4	-0.2	5.4	3.2	-3.6	-1.9
37	CC1(C(=O)Nc2cccc3ncccc23)CCN1C(=O)Cc1ccc(-c2ccccc2)cc1 (centres undefined)	-23.7	-5.9	-5.5	102.0	-1.4	0.5	6.9	2.4	-1.2	2.1
38	Cc1csc(SCc2nc3scc(-c4ccccc4)c3c(=O)[nH]2)n1	-4.1	-0.8	-6.5	92.0	-0.3	-0.1	3.0	-1.4	-4.6	-2.5
39	c1ccc(-n2c(Cc3cn4ccsc4n3)nnc2N2CCOCC2)cc1	20.2	3.9	-3.5	99.0	0.3	-0.2	7.0	8.1	1.8	0.7
40	CCOC(=O)N1CCN(C(=O)CS(=O)(=O)c2cn(Cc3cccc(F)c3)c3ccccc23)CC1	-1.1	1.9	-5.0	83.0	-1.7	0.0	7.1	-2.5	-0.4	0.3
41	O=C(CCNC(=O)c1ccccc1Cl)Nc1cccc(S(=O)(=O)N2CCCC2)c1	2.1	0.6	-6.1	93.0	-1.9	-0.3	-4.8	-2.8	-0.9	-1.7
42	O=C(Nc1ccccc1)Nc1nnc(SCc2ccc(Cl)cc2)s1	-17.3	-24.0	3.3	97.0	0.9	0.5	-6.1	-14.3	17.4*	1.8
43	Cc1cc([N+](=O)[O-])ccc1NC(=O)CCC(=O)N1CCCCC1	-9.8	5.6	/	97.0	1.0	0.4	7.8	-1.7	-1.8	-2.0
44	CC1CC2OC2CC1COC(=O)C1CC2OC2CC1C (centres undefined)	2.7	-2.3	-6.5	104.0	0.5	0.0	13.5	17.0	-0.2	0.2
45	CCCn1c(=O)c(C(=O)NCC2CCCO2)c(O)c2ccccc21 (centres undefined)	11.0	-8.0	-1.6	95.0	0.7	-0.1	1.3	4.4	5.9	-2.8
46	COc1ccc(C2=NO[C@@H]3C(=O)N(c4c(C)cccc4C)C(=O)[C@H]23)cc1OC	4.0	-0.7	-3.6	94.0	2.6	-0.2	-5.5	-0.8	-0.5	0.1
47	COc1ccc(-n2c(N)c(-c3nc4ccccc4n3C)sc2=S)cc1	-2.4	-7.1	-6.9	109.0	-8.5	-0.5	3.4	-2.1	-0.2	0.6
48	O=[N+]([O-])c1ccc(-c2nn(-c3ccccc3)cc2/C=N/n2c(-c3cccs3)n[nH]c2=S)cc1	-6.4	2.2	-2.5	94.0	1.6	-0.3	9.3	8.0	9.4	2.2
49	Cc1cc(C)c(C#N)c(SCC(=O)c2cccs2)n1	-6.7	40.0	-6.9	98.0	3.4	-0.1	3.3	2.1	-7.7	1.9
50	N#CC1=C(N)C(C#N)(C#N)C(c2cccnc2)C2CN(C(=O)OCc3ccccc3)CC=C12 (centres undefined)	-32.5	7.3	-5.5	106.0	2.6	0.0	9.6	-3.0	0.6	-1.7

Compounds from the list above that contain a cyano group, in the order listed:
No.	SMILES	Vif inh	H9c2 protect	CaV13 ICDI inh	ABCB6 inh MLPCN	N-glyco inh	aDG glyco act	MC4R antag cAMP	PDI inh	HTR2A ag	MC4R ag barr
29	CCN(CC)c1ccc(/C=C(\C#N)C(N)=O)cc1	-1.2	-8.4	24.3	99.0	-0.2	-0.4	-11.2	0.6	3.8	-3.4
49	Cc1cc(C)c(C#N)c(SCC(=O)c2cccs2)n1	-6.7	40.0	-6.9	98.0	3.4	-0.1	3.3	2.1	-7.7	1.9
50	N#CC1=C(N)C(C#N)(C#N)C(c2cccnc2)C2CN(C(=O)OCc3ccccc3)CC=C12 (centres undefined)	-32.5	7.3	-5.5	106.0	2.6	0.0	9.6	-3.0	0.6	-1.7

From PubChem BioAssay
